From PubChem
PNC assembly inh: inhibitors of perinucleolar compartment assembly; 140,000 compounds, 3.1% hits; activity change (PNC), negative = inhibition, % at 10 µM; PC3M PTB-GFP, PNC prevalence imaging, 16 h; active compounds read low;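 active = readout at or below -70, meaning at least 70% loss of cells showing the perinucleolar compartment, a nuclear body marking cancer cells; inconclusive = readout between -30 and a set limit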;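 also: plate controls were DMSO wells for no effect and camptothecin positive control wells for full effect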
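Read-out is percentage of cells bearing a perinucleolar compartment, from automated 20x imaging of fixed, Hoechst-stained PC3M PTB-GFP cells. Cells were seeded 4 h, then exposed 16 h to compound (23 nl of library stock) in duplicate plates.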
ALOX12 inhib: inhibitors of human 12-lipoxygenase (ALOX12) | 150,000 compounds, 0.12% hits | AID 1452 | P18054 | Potency, µM (series often up to 57.1 µM), for inactives: at the top dose activity change, negative = inhibition, actives largely listed as inhibitors | purified 12-hLO, xylenol orange hydroperoxide absorbance; also: potency is read from the fitted curve at half-maximal effect; nearly all actives have a fitted effect of over 55% in size; many of its hits are not listed in these tables
Target sequence (P18054 whole entry, looked up): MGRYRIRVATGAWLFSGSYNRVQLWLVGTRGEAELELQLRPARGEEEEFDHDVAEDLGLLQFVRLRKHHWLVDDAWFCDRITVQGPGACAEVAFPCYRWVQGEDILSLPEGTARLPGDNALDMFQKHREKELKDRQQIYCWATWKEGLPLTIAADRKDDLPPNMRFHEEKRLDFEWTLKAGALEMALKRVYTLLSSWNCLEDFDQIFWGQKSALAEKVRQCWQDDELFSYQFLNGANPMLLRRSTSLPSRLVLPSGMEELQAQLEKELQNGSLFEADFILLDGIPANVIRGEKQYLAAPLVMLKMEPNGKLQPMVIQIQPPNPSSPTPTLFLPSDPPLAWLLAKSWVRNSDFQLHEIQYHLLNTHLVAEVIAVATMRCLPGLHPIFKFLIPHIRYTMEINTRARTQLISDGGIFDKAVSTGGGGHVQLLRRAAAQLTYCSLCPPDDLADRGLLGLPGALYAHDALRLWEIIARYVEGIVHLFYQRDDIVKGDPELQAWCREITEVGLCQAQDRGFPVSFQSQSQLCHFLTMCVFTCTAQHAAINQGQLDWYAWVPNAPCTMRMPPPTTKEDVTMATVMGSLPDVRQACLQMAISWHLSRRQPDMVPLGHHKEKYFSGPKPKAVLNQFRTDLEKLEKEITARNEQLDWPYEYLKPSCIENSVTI
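150 nM 12hLO, 25 mM Hepes pH 7.0 + 0.01% Triton X-100; cpd preinc 15 min RT; 40 uM arachidonic acid, 30 min RT; Fe-XO 30 min; A573/A405 ratio as read-out.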
ALOX15B inhib: blocks human 15-lipoxygenase 2 activity | Potency, µM (top dose mostly 57.1 µM), inactives show at the top dose activity change, negative = inhibition, hits mostly inhibitors | 110,000 compounds, 0.56% hits | purified 15hLO-2, xylenol orange hydroperoxide absorbance | O15296; also: potency is read from the fitted curve at half-maximal effect; nearly all actives have a fitted effect of over 60% in size; many of its hits are not listed in these tables
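Read-out: hydroperoxide product oxidises ferrous iron, measured as xylenol orange complex via the 573-to-405 nm absorbance ratio after 30 min. Reaction: 50 nM enzyme, 15 min compound preincubation, 45 uM arachidonic acid, 90 min RT, Hepes pH 7.5 with Triton X-100.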
IMPase inh: cell-permeable inhibitors of inositol monophosphatase (IMPase) | P97697 | inhibition (IP1 accumulation), % at 46.1 µM | CHO-M1 cells, IP1 accumulation, HTRF TR-FRET ratio | 120,000 tested, under 10 active | AID 901; active = well fitted curve in the direction sought with a large enough effect in the signal ratio, not every such curve was filed as active; inconclusive = small, poorly fitted or top-dose-only effect, or a change in a side signal; inactive = no such curve, though single readings can be large or run the other way; the % refers to the signal ratio;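 also: cells stimulated with carbachol in lithium chloride buffer; plate controls were DMSO basal wells for no effect and reference inhibitor wells for full effect; higher means more IMPase inhibition seen as more IP1 and lower FRET ratio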
Target sequence (P97697 whole entry, looked up): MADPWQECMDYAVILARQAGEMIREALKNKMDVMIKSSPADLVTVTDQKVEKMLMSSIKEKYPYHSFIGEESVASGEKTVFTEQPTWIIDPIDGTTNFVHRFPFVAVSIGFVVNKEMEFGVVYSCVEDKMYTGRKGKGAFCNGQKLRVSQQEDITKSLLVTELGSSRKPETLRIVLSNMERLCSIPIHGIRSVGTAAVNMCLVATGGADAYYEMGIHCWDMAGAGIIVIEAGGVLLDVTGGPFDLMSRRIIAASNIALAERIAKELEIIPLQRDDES
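CHO-M1 cells (CHO stably expressing M1 receptor), compound up to 46 uM final, stimulated with carbachol (50 uM as added) in buffer with 50mM LiCl, pH 7.4, 30 min at 37C. Cytosolic IP1 read by TR-FRET; AC50 from Hill fits.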
* marks the source's active call; other numbers are inactive results; [ ] = another dose, or the depositor's remark. Unless noted, calls follow the shape of the dose curve; as a rule, active = well fitted curve in the direction sought with a large enough effect; inconclusive = small, poorly fitted or top-dose-only effect, or another doubt; inactive = no such curve, though single readings can be large; an effect the other way counts as inactive or inconclusive. Unless noted, % is scaled to controls: 0 for no effect and ±100 for the full control effect. Some of the compounds tested. The share of hits here may be higher or lower than overall.

Sample of the layout:
Screening Cc1ccc(-c2nnn(CC(=O)N(c3ccc(F)cc3)C(C(=O)NC(C)(C)C)c3ccco3)n2)o1 (stereo not given) returned PNC assembly inh 48, ALOX12 inhib 1% and IMPase inh 8.
Screening COC(=O)[C@]1(C)CCC(c2ccc(C)cc2)=C(CC(=O)O)C1 returned ALOX12 inhib 1%[11.4 µM] and ALOX15B inhib -2%[11.4 µM].
For COc1ccc(C2CC(c3cccs3)n3nc(N)nc3N2)cc1 (stereo not given) the results were PNC assembly inh inconclusive, ALOX12 inhib 1% and IMPase inh -6.
Screening CC1CCCCC12NC(=O)N(CC(=O)NC(=O)NCc1ccco1)C2=O (stereo not given) returned PNC assembly inh inconclusive, ALOX12 inhib 2%, ALOX15B inhib 3% and IMPase inh -8.
Screening O=C(Cc1ccccc1)NCCCN1CCN(CCCNC(=O)Cc2ccccc2)CC1 returned PNC assembly inh inconclusive, ALOX12 inhib -1%, ALOX15B inhib 4% and IMPase inh -3.
Screening NC(=O)Nc1ccccc1C(=O)N1CCC(O)(c2ccc(Cl)cc2)CC1 returned PNC assembly inh 20 and ALOX12 inhib -3%.

This part in full, from the start:
Screening Cc1ccc(-c2nnn(CC(=O)N(c3ccc(F)cc3)C(C(=O)NC(C)(C)C)c3ccco3)n2)o1 (stereo not given) returned PNC assembly inh 48, ALOX12 inhib 1% and IMPase inh 8.
Screening COC(=O)[C@]1(C)CCC(c2ccc(C)cc2)=C(CC(=O)O)C1 returned ALOX12 inhib 1%[11.4 µM] and ALOX15B inhib -2%[11.4 µM].
For COc1ccc(C2CC(c3cccs3)n3nc(N)nc3N2)cc1 (stereo not given) the results were PNC assembly inh inconclusive, ALOX12 inhib 1% and IMPase inh -6.
Screening CC1CCCCC12NC(=O)N(CC(=O)NC(=O)NCc1ccco1)C2=O (stereo not given) returned PNC assembly inh inconclusive, ALOX12 inhib 2%, ALOX15B inhib 3% and IMPase inh -8.
Screening O=C(Cc1ccccc1)NCCCN1CCN(CCCNC(=O)Cc2ccccc2)CC1 returned PNC assembly inh inconclusive, ALOX12 inhib -1%, ALOX15B inhib 4% and IMPase inh -3.
Screening NC(=O)Nc1ccccc1C(=O)N1CCC(O)(c2ccc(Cl)cc2)CC1 returned PNC assembly inh 20 and ALOX12 inhib -3%.
Cc1sc2nc(COC(=O)c3ccc(N4CCCC(C)C4)c([N+](=O)[O-])c3)[nH]c(=O)c2c1C (stereo not given) was read as PNC assembly inh 20 and ALOX12 inhib -1%.
Screening CC(=O)c1c(C)nn(CCC(=O)O)c1C returned PNC assembly inh -8, ALOX12 inhib -3%, ALOX15B inhib -9% and IMPase inh -8.
CCc1ccccc1-n1c(SCC(=O)NC)nnc1-c1cccnc1 was read as PNC assembly inh -122*, ALOX12 inhib 1%, ALOX15B inhib -1% and IMPase inh 9.
Screening CC(=O)Nc1ccc(-c2nnc(SCC(=O)n3c4c(c5ccccc53)CCCC4)n2C)cc1 returned PNC assembly inh -26, ALOX12 inhib 3%, ALOX15B inhib -13% and IMPase inh 5.
CC(C)c1nnc(NC(=O)CCC(=O)N2CCN(c3ccccn3)CC2)s1 was read as PNC assembly inh 33, ALOX12 inhib 7%, ALOX15B inhib -5% and IMPase inh -7.
`O=C(CCn1c(=O)c2ccccc2n(Cc2ccccc2)c1=O)NCc1ccc2c(c1)OCO2` gave PNC assembly inh -1, ALOX12 inhib 8%, ALOX15B inhib -5% and IMPase inh -9.
`O=C(COc1ccc(Cl)cc1)OCc1csc(Nc2ccccc2)n1` gave PNC assembly inh inconclusive and ALOX12 inhib 0%.
CN(C)CCCNC(=O)c1ccc(-c2ccccc2)cc1 was read as PNC assembly inh 22, ALOX12 inhib 5%, ALOX15B inhib -16% and IMPase inh -6.
`Cc1noc(C)c1COc1cccc(C(=O)NCc2cccc(Cl)c2)c1` gave PNC assembly inh 9, ALOX12 inhib -3%, ALOX15B inhib 10% and IMPase inh 2.

The list goes on, starting with the last two of the part before.
CN(C)CCCNC(=O)c1ccc(-c2ccccc2)cc1 was read as PNC assembly inh 22, ALOX12 inhib 5%, ALOX15B inhib -16% and IMPase inh -6.
`Cc1noc(C)c1COc1cccc(C(=O)NCc2cccc(Cl)c2)c1` gave PNC assembly inh 9, ALOX12 inhib -3%, ALOX15B inhib 10% and IMPase inh 2.
COc1ccc(N2CCN(C(=O)C(Cc3ccccc3)n3cccc3)CC2)cc1 (stereo not given) was read as PNC assembly inh 19, ALOX12 inhib -8%, ALOX15B inhib -4% and IMPase inh 2.
`COc1ccc(-c2ncc3ccccn23)cc1OC` gave PNC assembly inh inconclusive, ALOX12 inhib -14%, ALOX15B inhib -13% and IMPase inh 2.
For COc1ccc(-c2nnc(SCC(=O)N3CCC(Cc4ccccc4)CC3)o2)cc1OC the results were PNC assembly inh inconclusive, ALOX12 inhib -5%, ALOX15B inhib 9% and IMPase inh 2.
CCC(=O)Nc1ccc(/C(C)=N\NC(=O)c2ccc(C)s2)cc1 was read as PNC assembly inh 13, ALOX12 inhib 4%, ALOX15B inhib -6% and IMPase inh -3.
`CC(C)CN1C(=O)c2ccc(C(=O)Nc3nccs3)cc2C1=O` gave PNC assembly inh inconclusive, ALOX12 inhib -1%, ALOX15B inhib 38%[activator] and IMPase inh 11.
`COCCCNCC(=O)Nc1ccc(OC(F)(F)F)cc1` gave PNC assembly inh 18, ALOX12 inhib -1% and IMPase inh 9.
For COc1ccc2nc(NC(=O)CSc3nnc(C)s3)sc2c1 the results were PNC assembly inh 11, ALOX12 inhib 1%, ALOX15B inhib -10% and IMPase inh -6.
`COC(=O)c1ccc2[nH]c(C)c(CN3CCCC3)c(=O)c2c1` gave PNC assembly inh inconclusive, ALOX12 inhib 2%, ALOX15B inhib 4% and IMPase inh 3.
For Cc1ccc(C)c(N2CCN(C(=O)CN3C(=O)c4ccccc4C3=O)CC2)c1 the results were PNC assembly inh 12, ALOX12 inhib -3%, ALOX15B inhib 2% and IMPase inh 0.
Screening O=C(C1CC=CCC1)N1CCN(C(=O)C2CC=CCC2)CC1 (stereo not given) returned PNC assembly inh inconclusive, ALOX12 inhib 11% and IMPase inh -2.
For CN(Cc1ccccc1)C(=O)c1cccc(N2C(=O)NC3CC2(C)Oc2ccccc23)c1 (stereo not given) the results were PNC assembly inh inconclusive, ALOX12 inhib -3%, ALOX15B inhib -8% and IMPase inh 4.
`Cc1nc(NC(=O)c2cc3c(C)nn(-c4ccccc4)c3s2)sc1C(=O)Nc1ccccc1` gave PNC assembly inh inconclusive, ALOX12 inhib 2%, ALOX15B inhib -18% and IMPase inh -4.
For CCOc1ccccc1N1CCN(C(=S)NC(=O)C23CC4CC(CC(C4)C2)C3)CC1 the results were PNC assembly inh 37 and ALOX12 inhib -1%.
`O=S(=O)(c1cccc2ccccc12)N1CCSC1` gave PNC assembly inh 3, ALOX12 inhib 0%, ALOX15B inhib -4% and IMPase inh 1.
COc1ccc(CCNS(=O)(=O)c2cccc(F)c2)cc1OC was read as PNC assembly inh 39, ALOX12 inhib -1%, ALOX15B inhib -3% and IMPase inh -1.
Cn1c(=O)c2c(ncn2CC(=O)Nc2nc3ccc(F)cc3s2)n(C)c1=O was read as PNC assembly inh inconclusive, ALOX12 inhib 2%, ALOX15B inhib -4% and IMPase inh 0.
Screening COC(=O)Oc1nsnc1N1CCOCC1 returned PNC assembly inh 7, ALOX12 inhib -16%, ALOX15B inhib 1% and IMPase inh -1.
`CCc1cccc(OCCCCNCCOC)c1` gave PNC assembly inh 6, ALOX12 inhib -1%, ALOX15B inhib 9% and IMPase inh 13.
Screening CC1(C)Cc2nc3sc4c(SCC(=O)NC(c5ccccc5)c5ccccc5)ncnc4c3cc2CO1 returned PNC assembly inh 52, ALOX12 inhib 8%, ALOX15B inhib inconclusive and IMPase inh 1.
Screening O=C(CN1C(=O)COc2ccccc21)N(Cc1ccc2c(c1)OCO2)CC1CCCO1 (stereo not given) returned PNC assembly inh 18, ALOX12 inhib -6%, ALOX15B inhib 0% and IMPase inh -8.
Screening CC(=O)c1cccc(S(=O)(=O)Nc2cccc(S(=O)(=O)NC3=NCCC3)c2)c1 returned PNC assembly inh -3 and ALOX12 inhib -2%.
`COC(=O)c1ccc(C(NC(=O)OCc2ccccc2)/C(=C/[C@@H](C)C(=O)NCc2nc3ccccc3s2)c2cccnc2)cc1` (stereo not given in full) gave ALOX12 inhib -3% and ALOX15B inhib 48%[activator].
`Cc1ccc(C)c(NC(=O)CSc2nnc([C@@H](N)Cc3ccccc3)o2)c1` gave PNC assembly inh 35, ALOX12 inhib -5%, ALOX15B inhib -2% and IMPase inh -4.
O=C1CC(C(=O)O)S/C(=N\NC(=O)c2ccccc2)N1 (stereo not given) was read as PNC assembly inh inconclusive, ALOX12 inhib 1%, ALOX15B inhib -1% and IMPase inh 13.
C=CCn1c(SCc2ccccc2)nc(O)cc1=O was read as PNC assembly inh inconclusive, ALOX12 inhib -6%, ALOX15B inhib -2% and IMPase inh -3.
COc1ccc(C(NC=O)c2cc(OC)c(OC)cc2Br)cc1OC (stereo not given) was read as PNC assembly inh -4, ALOX12 inhib -3% and IMPase inh 4.
`COc1ccc(/C=N/NC(=O)Cn2cnc3ccccc3c2=O)cc1OC` gave PNC assembly inh inconclusive and ALOX12 inhib 3%.
`O=C(c1cccs1)n1nc(NCc2ccccc2)nc1NCc1ccccc1` gave PNC assembly inh -4 and ALOX12 inhib -4%.
For CCOC(=O)CSc1nnc(NC(=O)c2cccc([N+](=O)[O-])c2)s1 the results were PNC assembly inh inconclusive, ALOX12 inhib -1% and IMPase inh -11.
For COc1ccc(C[N+](C)(C)N)cc1OC the results were ALOX12 inhib -5%[11.4 µM] and ALOX15B inhib -3%[11.4 µM].
For CN(C)C(=C(C#N)C#N)N1CCN(c2ccc(Cl)c(Cl)c2)CC1 the results were PNC assembly inh 49, ALOX12 inhib -13%, ALOX15B inhib -2% and IMPase inh -5.
CCN(CC)c1ccc(C2CC(=O)NC3=C2C(=O)CC(C)(C)C3)cc1 (stereo not given) was read as PNC assembly inh 20, ALOX12 inhib 2%, ALOX15B inhib 3% and IMPase inh -7.
`CC(O)CNc1nc2c(c(=O)n(C)c(=O)n2C)n1CCc1ccccc1` (stereo not given) gave PNC assembly inh -28, ALOX12 inhib 2%, ALOX15B inhib -1% and IMPase inh -7.
For CCCn1c(=O)[nH]c(=O)c2c1nc(-c1ccccc1)n2CCN1CCOCC1 the results were PNC assembly inh 6, ALOX12 inhib 3%, ALOX15B inhib -3% and IMPase inh -1.
C=CCSc1nnc(-c2ccccc2NC(=O)CC)c(=O)[nH]1 was read as PNC assembly inh inconclusive, ALOX12 inhib 5%, ALOX15B inhib -2% and IMPase inh 12.
C=CCN=C(NC#N)SCC(=O)c1cccc(OC)c1 was read as PNC assembly inh 6, ALOX12 inhib -4%, ALOX15B inhib 2% and IMPase inh 7.
O=C(O)C1C2C=CC(O2)C1C(=O)Nc1ccccc1C(F)(F)F (stereo not given) was read as PNC assembly inh 22, ALOX12 inhib -12%, ALOX15B inhib inconclusive and IMPase inh 2.
O=C1CSC(c2ccccc2)N1c1nc(-c2ccc(Cl)cc2Cl)cs1 (stereo not given) was read as PNC assembly inh 71, ALOX12 inhib 4% and IMPase inh -1.
Screening CN(c1ccccc1C(=O)Nc1ccc(S(=O)(=O)N2CCCC2)cc1)S(C)(=O)=O returned PNC assembly inh 31, ALOX12 inhib 4%, ALOX15B inhib -3% and IMPase inh 13.
`COc1ccc(/C=N/n2c(N)nc(-c3ccccc3)c2-c2ccccc2)cc1` gave PNC assembly inh -7, ALOX12 inhib -10%, ALOX15B inhib -9% and IMPase inh 5.
Cc1noc(/C=C/NCc2cccnc2)c1S(=O)(=O)N(C)CC(=O)N1CCc2ccccc21 was read as PNC assembly inh 14, ALOX12 inhib 4%, ALOX15B inhib 3% and IMPase inh 5.
